Screening results (PubChem)
Vif-A3F inh: blocks the Vif interaction with APOBEC3F; actives 0.2% (n = 390,000); HeLa A3F-eYFP + Vif (tagged APOBEC3F with the HIV-1 protein that degrades it), YFP fluorescence increase; Potency, µM (highest dose often 46.1 µM), without a hit: top-dose activity, negative = active; further: % of control where 0% means no effect; nearly all actives have a fitted effect of over 65% in size
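Fluorescence increase (Ex 488/Em 500-530) after overnight compound treatment at 37 deg C flags inhibition of Vif-driven A3F-eYFP loss in stable HeLa A3F-eYFP/Vif cells seeded overnight beforehand.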
TrxR1 substrate: rat thioredoxin reductase 1 substrate activity | O89049 | purified TrxR1 substrate turnover, NADPH consumption readout | Potency, µM (highest dose often 114 µM), for the others: at the highest dose activity change, negative = substrate turnover | actives 0.01% (n = 390,000) | AID 588456; further: on the % scale 0 is the no-effect control and ±100 the full control effect; nearly all actives have a fitted effect of over 50% in size
Target sequence (O89049 whole entry, looked up): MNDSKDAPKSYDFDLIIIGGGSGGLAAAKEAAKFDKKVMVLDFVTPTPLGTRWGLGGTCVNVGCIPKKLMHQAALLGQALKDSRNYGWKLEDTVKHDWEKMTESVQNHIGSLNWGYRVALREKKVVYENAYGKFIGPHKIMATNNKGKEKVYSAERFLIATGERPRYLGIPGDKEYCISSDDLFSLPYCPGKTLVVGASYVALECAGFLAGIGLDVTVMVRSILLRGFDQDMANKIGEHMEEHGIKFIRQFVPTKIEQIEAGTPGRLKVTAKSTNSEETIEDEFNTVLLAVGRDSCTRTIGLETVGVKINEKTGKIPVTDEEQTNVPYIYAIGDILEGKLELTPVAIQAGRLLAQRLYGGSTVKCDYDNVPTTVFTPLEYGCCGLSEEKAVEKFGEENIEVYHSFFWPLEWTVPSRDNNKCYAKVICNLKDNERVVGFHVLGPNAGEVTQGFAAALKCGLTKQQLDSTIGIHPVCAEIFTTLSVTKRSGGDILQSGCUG
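Rat TrxR1, dispensed at 90 nM, was prereduced with 400 uM NADPH (final) for 5 min at ~22 deg C, then incubated with compound 15 min before 400 uM selenite. A first-read NADPH fluorescence drop versus no-compound background flagged substrates.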
Vif-A3G inh: inhibitors of Vif-APOBEC3G interaction | AID 602310 | HeLa A3G-eYFP + Vif (tagged APOBEC3G with the HIV-1 protein that degrades it), YFP fluorescence, overnight | actives 0.076% (n = 410,000) | Potency, µM (series often up to 46.1 µM), inactives show at the highest dose activity, negative = active, usual class: inhibitors;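 further: on the % scale 0 is the no-effect control and ±100 the full control effect; nearly all actives have a fitted effect of over 60% in size; hits raise eYFP signal because A3G escapes Vif-driven loss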
Target sequence (Q9HC16 whole entry, looked up): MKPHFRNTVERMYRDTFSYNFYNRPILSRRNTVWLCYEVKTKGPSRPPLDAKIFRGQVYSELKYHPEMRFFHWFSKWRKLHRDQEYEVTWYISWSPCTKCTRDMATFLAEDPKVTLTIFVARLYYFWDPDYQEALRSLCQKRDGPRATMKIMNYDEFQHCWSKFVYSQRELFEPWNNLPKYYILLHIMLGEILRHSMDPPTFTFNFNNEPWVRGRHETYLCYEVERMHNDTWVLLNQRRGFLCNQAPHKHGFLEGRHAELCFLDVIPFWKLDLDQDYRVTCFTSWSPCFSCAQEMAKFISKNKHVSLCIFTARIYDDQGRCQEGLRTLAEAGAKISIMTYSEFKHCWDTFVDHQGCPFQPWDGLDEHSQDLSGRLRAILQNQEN
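HeLa cells stably expressing Vif and C-terminally eYFP-tagged A3G, seeded overnight at 37 deg C, then exposed to compound by pintool overnight at 37 deg C. Rise in yellow fluorescence (Ex 488/Em 500-530, Acumen) marks blocked Vif-driven A3G degradation.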
IDH1 R132H inh: human IDH1 R132H inhibition; IDH1-R132H enzyme, NADPH consumption, diaphorase/resazurin fluorescence; Potency, µM (top dose mostly 76.6 µM), for the others: top-dose activity change, negative = inhibition, usual class: inhibitors; O75874; AID 602179; actives 0.093% (n = 390,000); further: on the % scale 0 is the no-effect control and ±100 the full control effect; nearly all actives have a fitted effect of over 65% in size
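IDH1-R132H (0.5 ug/mL dispensed) in pH 7.5 Tris buffer was preincubated 30 min with compound, then given a substrate mix of 0.016 mM NADPH and 2 mM alpha-KG for 80 min at room temperature; remaining NADPH was read by diaphorase/resazurin fluorescence.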
RXFP1 ag: agonists of human relaxin receptor RXFP1; Q9HBX9; HEK293T-RXFP1 cAMP TR-FRET, 30 min; response scale: percent of porcine relaxin response, buffer zero; Potency, µM (doses to about 57.5 µM), for the others: at the top dose activation, actives largely listed as activators; actives 0.3% (n = 370,000); AID 2676; further: on the % scale 0 is the no-effect control and ±100 the full control effect; nearly all actives have a fitted effect of over 60% in size; many of its hits are not listed in these tables
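cAMP rise read by TR-FRET after 30 min, 37C compound exposure (up to 58 uM) in RXFP1-transfected HEK293 cells with Ro 20174 present. EC50 from Hill-equation fits, with 29 nM porcine relaxin as 100% and buffer as basal.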
RGS4 inhibitor: inhibitors of human regulator of G protein signaling 4 | Potency, µM (doses to about 114 µM), for the others: at the highest dose activity change, negative = inhibition, actives largely listed as inhibitors | P49798 | actives 0.039% (n = 390,000) | Transcreener GDP fluorescence polarization, RGS4-accelerated GTP hydrolysis; further: on the % scale 0 is the no-effect control and ±100 the full control effect; nearly all actives have a fitted effect of over 75% in size; some results filed as inactive show a strong effect at the top dose
Target sequence (P49798 whole entry, looked up): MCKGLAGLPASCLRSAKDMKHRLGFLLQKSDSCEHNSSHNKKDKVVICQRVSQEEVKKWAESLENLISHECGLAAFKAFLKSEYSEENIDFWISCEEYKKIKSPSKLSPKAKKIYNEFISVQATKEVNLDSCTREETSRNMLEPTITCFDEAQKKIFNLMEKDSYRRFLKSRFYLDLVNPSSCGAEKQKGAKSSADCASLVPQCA
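MLSMR compounds (23 nl, pin-transferred) preincubated 10 min at room temperature with a 500nM (2x) first reagent, then RGS4 at 900nM (2x) plus Transcreener GDP mix added; fluorescence polarization (620/688 nm) read before and after 90 min at 30 °C.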
USP1-UAF1 inh: blocks the human USP1/UAF1 deubiquitinase complex. O94782. recombinant USP1/UAF1, Ub-Rhodamine cleavage fluorescence. Potency, µM (doses to about 57.1 µM), for the others: at the top dose activity change, negative = inhibition, most hits filed as inhibitors. actives 0.23% (n = 390,000). AID 743255; further: on the % scale 0 is the no-effect control and ±100 the full control effect; nearly all actives have a fitted effect of over 60% in size; inactives centre near -12
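In this screen, compounds sit with the deubiquitinase complex (1nM) for 15 min at room temperature before Ub-Rho is added at 150nM final. Fluorescence rise is then followed for 6 reads every 60 seconds.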
TrxR1 inh: blocks rat thioredoxin reductase 1 | O89049 | recombinant rTrxR1, NADPH fluorescence consumption, selenite substrate | Potency, µM (series often up to 114 µM), for inactives: at the top dose activity change, negative = inhibition, hits mostly inhibitors | actives 1% (n = 390,000) | AID 588453; further: on the % scale 0 is the no-effect control and ±100 the full control effect; nearly all actives have a fitted effect of over 65% in size
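Rat TrxR1 (90 nM in the dispensed reagent) was pre-reduced with 400 uM NADPH for 5 min at room temperature, then incubated with compound for 15 min. After 400 uM selenite was added, NADPH fluorescence (Ex 340/Em 450 nm) was followed for 8 min.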
12-LOX inh: inhibitors of human 12S-lipoxygenase ALOX12. P18054. purified 12hLO, xylenol orange hydroperoxide absorbance. Potency, µM (highest dose often 108 µM), inactives show at the top dose activity change, negative = inhibition, usual class: inhibitors. actives 1.1% (n = 580,000). AID 1671190; further: on the % scale 0 is the no-effect control and ±100 the full control effect
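Hydroperoxide product was detected by ferrous iron/xylenol orange as the 573 to 405 nm absorbance ratio. Arachidonic acid at 40 uM (final) was turned over for 30 min at room temperature by 150 nM human 12hLO, pH 7.0 Hepes buffer, after 15 min compound preincubation.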
Active calls of the source: *; i = inactive; ? = inconclusive; · = no result given; [ ] = remark or other dose. The call rests on the fitted dose curve; in most records, active means well fitted curve in the direction sought with a large enough effect; inconclusive means small, poorly fitted or top-dose-only effect, or another doubt; inactive means no such curve, though single readings can be large; an effect the other way counts as inactive or inconclusive. Potency means the concentration at half of the fitted maximal effect.

SMILES | Vif-A3F inh | TrxR1 substrate | Vif-A3G inh | IDH1 R132H inh | RXFP1 ag | RGS4 inhibitor | USP1-UAF1 inh | TrxR1 inh | 12-LOX inh
COc1ccc(-c2noc(-c3ccoc3C)n2)cc1 | -9% | -6% | ? | 2% | 1.3% | 18%[56.9 µM] | -1% | 13% | -8%
CNC(=O)C1(C)C=CCN1C(=O)c1ccccc1 (stereo not given) | -1% | -1% | 0% | 12% | 2.6% | -7% | -17% | 17% | 25%
COc1ccc(Cl)cc1CSc1ncn[nH]1 | 5% | 2%[57.1 µM] | 0% | 2% | 2.7% | 8% | -3% | 23%[57.1 µM] | 128%[activator]
C#CCOCCOCCOCCNc1nc(N2CCN(C(=O)CCCCCCCCCCNC(=O)[C@H](CO)n3cc(CCCSC)nn3)CC2)nc(N2CCN(C(=O)CCCCCCCCCCNC(=O)[C@H](CCCCN)n3cc(CCO)nn3)CC2)n1 | -8% | 0% | -13% | 3% | · | ? | -20% | ? | ?
CCCCCOC(=O)Cc1c(O)c2ccccc2n(C)c1=O | 3% | 22% | -1% | 1% | 3.0% | -22% | -10% | -36% | 0%
CCC(=O)N1c2ccccc2CC1C(=O)N1CCN(c2cccc(OC)c2)CC1 (stereo not given) | 2% | 0%[57.1 µM] | -5% | -15% | -0.7% | 11% | ? | 14%[57.1 µM] | -21%
CC1CCN(S(=O)(=O)c2nnc(NC(=O)c3ccc(C(C)C)cc3)s2)CC1 | 1% | -3% | 2% | -4% | -2.6% | 26% | -8% | 19% | -12%
Cc1cccc(CNC(=O)C2CCC(=O)N(CCc3cccc(F)c3)C2)n1 (stereo not given) | -12% | 3% | -2% | 10% | 0.9% | 18% | -24% | 8% | 16%
O=C1NC(=O)c2cc(NC(=O)C3CCCCC3)ccc21 | -2% | 61%[activator] | -4% | 1% | 2.1% | -11% | -9% | 20% | 7%[57.4 µM]
O=C(c1cccc(Cl)c1)C1CCCN(S(=O)(=O)c2ccccc2)C1 (stereo not given) | 1% | 1% | 4% | 15% | 2.0% | 23% | -8% | 16% | 59%[activator]
COc1ccc(C(=O)NC(C)c2nnc(SCC(=O)Nc3nc(C)cs3)n2C)cc1 (stereo not given) | 6% | 8% | -2% | 10% | -0.1% | 20% | -14% | 4% | 18%
Cn1c(=O)n(CCOc2ccc([N+](=O)[O-])cc2)c2ccccc21 | 2% | 3%[57.1 µM] | 1% | 10% | -2.9% | -13% | -16% | 22%[57.1 µM] | 0%
Cc1ccc(N2C(=O)S/C(=C/c3cn(C)c4ccccc34)C2=O)cc1 | ? | 1% | -2% | 4% | -1.5% | 6% | -25% | 9% | -22%
Oc1c(CN2CCCC2)cc(COCc2ccccc2)c2cccnc12 | ? | 6% | 0% | · | 1.9% | 1% | · | -9% | -1%
COc1ccc(NC(=O)c2c(NCc3ccc(N(C)C)cc3)sc3c2CCC3)cc1 | 5% | -4%[57.1 µM] | -1% | 19% | 0.9% | ? | -20% | ? | ?
Cc1nnc(N2CCC(C(=O)N3CCCCCC3)CC2)c2nn(-c3ccc(Cl)cc3)c(C)c12 | 0% | 38% | -1% | 9% | 2.7% | 0% | -17% | 65%[activator] | 4%
CC(=O)C1CCN(Cc2ccccc2)CC1 | -5% | 3% | -9% | -3% | 3.8% | -3%[11.4 µM] | 3% | -9%[57.1 µM] | 0%
CC1Cc2ccccc2N1C(=O)c1cnsn1 (stereo not given) | -2% | -7% | 2% | 5% | -2.0% | -10% | -11% | -6% | 0%[57.4 µM]
CCN(CC)S(=O)(=O)c1ccc(C(=O)NCC(=O)N/N=C/c2ccccc2OC)cc1 | 3% | -14% | 0% | 0% | -1.1% | -2% | -1% | -13% | 0%
CN(Cc1cccs1)C(=O)CCCc1c[nH]c2ccccc12 | -38% | 3% | 0% | 6% | 3.0% | -12% | -7% | 11% | -11%

At a glance, four of the compounds above.
SMILES | Vif-A3F inh | TrxR1 substrate | Vif-A3G inh | IDH1 R132H inh | RXFP1 ag | RGS4 inhibitor | USP1-UAF1 inh | TrxR1 inh | 12-LOX inh
Oc1c(CN2CCCC2)cc(COCc2ccccc2)c2cccnc12 | ? | 6% | 0% | · | 1.9% | 1% | · | -9% | -1%
COc1ccc(NC(=O)c2c(NCc3ccc(N(C)C)cc3)sc3c2CCC3)cc1 | 5% | -4%[57.1 µM] | -1% | 19% | 0.9% | ? | -20% | ? | ?
Cc1nnc(N2CCC(C(=O)N3CCCCCC3)CC2)c2nn(-c3ccc(Cl)cc3)c(C)c12 | 0% | 38% | -1% | 9% | 2.7% | 0% | -17% | 65%[activator] | 4%
CC(=O)C1CCN(Cc2ccccc2)CC1 | -5% | 3% | -9% | -3% | 3.8% | -3%[11.4 µM] | 3% | -9%[57.1 µM] | 0%

Additional compounds:
SMILES | Vif-A3F inh | TrxR1 substrate | Vif-A3G inh | IDH1 R132H inh | RXFP1 ag | RGS4 inhibitor | USP1-UAF1 inh | TrxR1 inh | 12-LOX inh
CCOc1ccc(N(CC(=O)Nc2nccs2)S(=O)(=O)c2c(C)noc2C)cc1 | 1% | -4% | -18% | 11% | 0.2% | -13% | ? | 13% | 18%
O=C(CCCn1cnc([N+](=O)[O-])n1)Nc1cccc(Cl)c1Cl | ? | -1% | 2% | 4% | 0.6% | -5% | -1% | 7% | 3%
COc1ccccc1/C=N/NC(=O)CNC(=O)c1ccccc1 | 1% | -23% | 3% | -11% | 1.5% | 30%[11.4 µM] | -9% | -28% | 2%
CCCOC(=O)C(C)n1cnc2sc(C)c(C)c2c1=O (stereo not given) | 1% | 4%[2.29 µM] | -1% | 11% | 0.3% | -3% | -1% | 4%[57.1 µM] | 0%[57.4 µM]
Cc1ccc(-c2nc3ccccc3[nH]2)cc1NC(=O)/C=C/c1ccco1 | -4% | 1% | -2% | 2% | -1.2% | -10% | -2% | ? | -30%
O=C(CCOc1ccccc1)Nc1ccc(S(=O)(=O)Nc2ncccn2)cc1 | -10% | 5% | -3% | -9% | 0.3% | -10% | -20% | 25% | 26%
O=C(Nc1ccc(N2CCN(Cc3ccccc3F)CC2)cc1)c1ccc([N+](=O)[O-])o1 | 0% | 2% | ? | 6% | -2.7% | -17% | -15% | 21% | -11%
COC(=O)c1cc(NC(=O)CCc2c(C)nc3nc(C)nn3c2C)cc(C(=O)OC)c1 | -7% | 37%[activator] | 4% | 5% | -0.7% | -12% | -12% | 8% | -2%
COc1ccc(C(=O)NCCn2cc(SCC(=O)Nc3ccccc3)c3ccccc32)cc1OC | 0% | -6% | -2% | -17% | 2.9% | 6% | -18% | 3% | -13%
Cc1nc(NCc2cccnc2)c2c3c(sc2n1)CC(C)CC3 (stereo not given) | 2% | 2% | -8% | 0% | 0.1% | 6%[56.9 µM] | 1% | 16% | -6%
Cc1cc2occ(CC(=O)NC3=NCCS3)c2cc1C(C)C | -10% | 4% | -14% | 8% | 1.1% | 21% | -6% | 27% | 4%
COC(=O)c1c(NC(=S)NNS(=O)(=O)c2ccc(OC)cc2OC)sc2c1CCCCCC2 | 4% | -7% | 0% | 5% | 0.9% | -44% | -17% | ? | i
C/C(=N\NC(=O)CNc1cccc(Cl)c1C)C1CC1 | 1% | -3%[11.4 µM] | 2% | 0% | 3.3% | -7% | -18% | 10%[11.4 µM] | -4%
Cc1nc(Nc2ccc(F)cc2)nc(Nc2ccc(F)cc2)c1[N+](=O)[O-] | 6% | -5% | -9% | 3% | -1.9% | 6% | -1% | 8% | -11%
C=CCn1c(SCC(=O)Nc2nccs2)nnc1-c1ccco1 | -1% | -5% | 2% | -1% | 1.3% | 19% | -5% | ? | 13%
COc1ccc(Cl)cc1NC(=O)c1c(-c2ccccc2)noc1C | 1% | 10% | 0% | 0% | 2.7% | -8% | -17% | 9% | ?
CCc1ccc(OCC(=O)Nc2ccc3c(c2)OCCO3)cc1 | 2% | 2% | 0% | 4% | -1.2% | 13% | -14% | 10% | 24%
COc1cccc(Cn2cc(N)cn2)c1 | 5% | 1% | -2% | -6% | -0.5% | 7%[56.9 µM] | -10% | 15% | 0%
O=C(O)CCc1ccc(-c2ccccc2)n1NC(=O)c1cccs1 | -12% | 1% | 3% | -10% | -1.7% | 12% | -8% | -5% | ?
CC12C(=O)N(c3ccccc3)C(=O)C1C(c1ccccc1)N1CCCN12 (stereo not given) | 2% | 10%[57.1 µM] | -5% | 11% | 0.3% | 6% | -5% | 11%[57.1 µM] | ?
CCCS(=O)(=O)n1nc(-c2ccccc2)cc1N | 0% | -8% | 3% | -13% | 1.4% | 21% | 0% | 3% | 19%
COc1ccc(CCNC(=O)Cn2cc(S(=O)(=O)Cc3ccc(F)cc3)c3ccccc32)cc1OC | 3% | -6% | 4% | -9% | 5.7% | -22% | -9% | 8% | -14%
CCc1ccc(-n2c(SCC(=O)NC3CCS(=O)(=O)C3)nc3ccccc3c2=O)cc1 (stereo not given) | -7% | 7% | -6% | -3% | 0.7% | -17% | -27% | 13% | 0%
COCc1c(C(=O)N2CCN(CCOc3ccccc3)CC2)oc2ccccc12 | 3% | 1% | -1% | -2% | 2.5% | 8% | -6% | 8% | 25%
COCCCNC(=O)C1CCN(Cc2cc3ccccc3n2Cc2ccccc2C)CC1 | -1% | -9%[57.1 µM] | -2% | -4% | -0.5% | 9% | ? | 0%[57.1 µM] | -22%
Cc1csc(=O)n1CC(=O)OCC(=O)NNC(=O)c1ccccc1 | 3% | 4% | 1% | 6% | -1.4% | -22% | -4% | 14% | 16%

An excerpt, so the mix of outcomes need not match the whole.
